NCI-60 one-dose screen, 48 h, at 10 µM unless noted. Numbers give growth in % (100 = growth as untreated, 0 = no growth, -100 = all killed).
MDA-MB-435 – MDA-MB-435 melanoma. actives 7.8% (n = 82,000). AID 1794794
SR – SR leukemia cells. actives 8.7% (n = 73,000). AID 1794780
RPMI-8226 – RPMI-8226 leukemia cells. actives 7.5% (n = 77,000). AID 1794781
MOLT-4 – MOLT-4 leukemia cells; actives 6.9% (n = 80,000); AID 1794779
MDA-MB-468 – MDA-MB-468 breast cancer; actives 8.5% (n = 78,000)
CCRF-CEM – CCRF-CEM leukemia | actives 7% (n = 77,000) | AID 1794778
MDA-MB-231 – MDA-MB-231 breast cancer. actives 5% (n = 81,000)
K-562 – K-562 leukemia. actives 7.4% (n = 78,000)
Numbers without * were called inactive; . = not tested or not shown. The calls were made as follows: active = growth percent below 10; inactive = the rest.

SMILES	MDA-MB-435	SR	RPMI-8226	MOLT-4	MDA-MB-468	CCRF-CEM	MDA-MB-231	K-562
COc1cc(C2c3cc(OC(C)=O)c(OC)cc3CC3C(=O)OCC32)ccc1OC(C)=O (configuration not stated)	118	108	93	112	96	92	105	115
CCOC(=O)c1sc(NCC(=O)Nc2ccccc2)c(C(=O)OCC)c1C	107	86	92	91	99	90	95	95
CC(C)NC(=O)OCc1c(COC(=O)NC(C)C)c2n(c1-c1ccc(Cl)c(Cl)c1)CCS2=O (configuration not stated)	100	.	101	59	93	98	.	101
CCn1c(=N)c(S(=O)(=O)c2ccccc2)cc2c(=O)n3ccccc3nc21	105	100	105	101	103	102	91	90
O=C(Nc1ccc(Cl)cc1)c1cc(-c2ccc(Cl)cc2)c2sc(=O)[nH]c2n1	7.4*	2.0*	-6.2*	-24*	-3.4*	5.5*	-31*	-13*
CC(=O)NS(=O)(=O)c1ccc(OCCCOc2ccc(S(=O)(=O)NC(C)=O)cc2)cc1	111	101	105	101	98	100	104	97
COc1cc2c(cc1OCCCOc1cc3c(cc1OC)C(=O)N1CC(F)(F)C[C@H]1C=N3)N=C[C@@H]1CC(F)(F)CN1C2=O	-12*	-12*	-31*	-8.8*	.	-33*	16	9.1*
COc1ccc(Br)c(/C=C(\C#N)c2nc3ccccc3s2)c1	89	67	91	91	.	80	80	90
CCCCCCCCNC(=O)/C(=C\c1ccc2c(c1)OCO2)NC(=O)c1ccccc1	111	93	93	97	99	95	94	101
CC(C)(CCN)[N+](=O)[O-]	101	107	100	94	103	86	.	108
Cn1c(I)c(C#C[Si](C)(C)C)c(=O)n(C(=O)c2ccccc2)c1=O	54	.	-9.9*	-70*	.	-57*	64	-95*
C[N+](C)(C)CC(=O)N/N=C/C(O)C(O)C(O)C(O)CO (configuration not stated)	114	100	106	105	113	105	96	101
CN1CCN(CC(=O)N(C)c2ccc(N=C(c3ccccc3)c3c(O)[nH]c4ccc(C#N)cc34)cc2)CC1	24	0.7*	58	8.1*	94	16	42	11
CC(=O)OC[C@H]1OC(Sc2sc(C(=O)c3ccc(Cl)cc3)c(N)c2-c2nc3ccccc3s2)[C@H](OC(C)=O)[C@@H](OC(C)=O)[C@H]1OC(C)=O (some centres not stated)	94	.	65	82	88	91	76	93
COc1ccc(-c2[nH]c(=S)nc3c2c(N)nn3-c2ccccc2)cc1	104	95	.	102	114	109	96	99
N#CC1=C(N)Oc2c(c(=O)[nH]c3ccc(Br)cc23)C12C(=O)Nc1ccccc12 (configuration not stated)	107	.	96	96	103	104	96	99
COc1ccc(OC)c(/C=C/C(=O)c2c(C)nc3ccccc3c2/C=C/c2ccccc2)c1	46	.	19	10	60	9.6*	52	17
CC[N+](C)(CC)Cc1cc(Nc2ccnc3cc(Cl)ccc23)ccc1O	91	70	98	100	66	136	68	79
COc1cc([N+](=O)[O-])ccc1I	.	101	95	91	104	79	105	89
Nc1cc(S(=O)(=O)O)cc2cc(S(=O)(=O)O)cc(S(=O)(=O)O)c12	102	.	81	147	97	101	110	106
COc1ccc(N=C2C(=Nc3ccc(OC)cc3)N(c3ccc(N(C)C)cc3)C(=S)N2c2ccc(OC)cc2)cc1	86	46	-12*	11	.	52	90	62
CC(=O)Nc1ccc2c(c1)C(=Nc1cccc(C)c1)c1ccccc1-2	99	.	99	100	87	94	119	88
CCOC(=O)c1ccc(Nc2nc(NN)nc(-c3ccc(F)cc3)c2C#N)cc1	111	72	103	90	119	92	77	32
Cc1ccc(N)c([N+](=O)[O-])c1	106	91	105	96	102	99	99	107
COc1ccc(C(=O)c2cc(OC)c(OC)cc2C(=O)O)cc1OC	107	84	100	90	96	113	124	88
O=[N+]([O-])c1ccc2c([N+](=O)[O-])ccc3c2c1CC3	96	58	88	60	24	67	108	75
CCCCOc1ncnc2c1CC(C)c1cc(O)ccc1N2C (configuration not stated)	92	.	62	51	87	77	78	85
CS(=O)(=O)c1ccc(C(=O)c2ccc(F)cc2)cc1	95	111	98	111	97	100	103	110
NC(=O)c1cc(Cl)ccc1NC(=O)COc1ccccc1	-57*	23	45	35	21	23	77	18
O=CNc1ccc2c(c1)C(=O)c1ccccc1-2	99	91	109	92	98	103	100	94
COc1ccc(C2CC(=O)Nc3nc(N)sc32)cc1 (configuration not stated)	95	95	93	99	105	94	106	113
C=CCN1C(=O)/C(=C/c2cccs2)SC1=Nc1ccc(Cl)c(Cl)c1	118	122	100	100	92	98	89	103
COc1ccc(-c2ccc3cc(C(=O)Nc4ccc(O)c(C(=O)/C=C/c5cc(OC)c(OC)c(OC)c5)c4)ccc3c2)cc1	93	60	60	70	82	54	86	59
CCNCCNc1cc(-c2ccc(S(C)=O)cc2)c(C#N)c2nc3ccccc3n12 (configuration not stated)	105	100	105	102	106	107	116	103
O=c1c2sc3ncc(Cl)cc3c2nnn1-c1cccc(Cl)c1	67	78	82	90	97	.	110	68
Nc1cc([N+](=O)[O-])ccc1O	115	108	109	95	115	107	108	119
Cc1ccc(NC(=O)Nc2nc(N)n(-c3ccc(S(N)(=O)=O)cc3)n2)cc1	100	104	106	109	98	104	96	101
CCNc1ncnc2[nH]ncc12	102	143	74	134	.	30	107	119
Nc1cc(C(F)(F)F)ccc1[N+](=O)[O-]	111	100	97	90	108	96	83	101
Cc1cccc2c1C[C@@]1(C2=O)C(c2ccc(C(C)(C)C)cc2)=NOS1=O (some centres not stated)	109	71	69	80	88	84	86	78
COc1cc(NC(N)=NCCC(C)(C)Oc2ccc(C(F)(F)F)cc2)cnc1C#N	98	53	66	62	54	71	90	56
NCCCNc1nc2ccccc2c2c(=O)c3cc(C(F)(F)F)ccc3sc12	-81*	-15*	.	-20*	-49*	5.2*	-35*	-21*
Nc1cc(N2C(=O)c3ccccc3C2=O)ccc1Cl	88	97	101	102	109	98	95	125
N#Cc1c(-c2cccs2)cc(-c2cnccn2)nc1SCC(=O)N/N=C/c1ccncc1	104	94	103	117	103	103	102	96
C1CCC(OCCOC2CCCCO2)OC1 (configuration not stated)	109	82	98	97	109	101	98	103
O=S(=O)(c1ccccc1)N1C=C/C(=C\Cn2cc(-c3ccccc3)nn2)CC1	99	87	81	85	56	.	82	67
CC(C)(C)n1cc(-c2ccnc(NCCCNS(=O)(=O)c3ccc(O)cc3)n2)c(-c2ccc(Cl)c(O)c2)n1	93	67	52	69	88	43	93	29
COc1ccc2c(c1)c(/C=C(\C#N)C(=O)N1c3ccccc3Sc3ccc(SC)cc31)cn2C	93	115	99	67	85	102	84	118
Cc1cccc(NC(=O)/C(=C/N2C(=O)SCC2=S)N2CCOCC2)c1C	98	101	94	99	95	98	87	104
COc1ccc(C2=NNC(c3ccc(Oc4nc5c(c(=O)n(C)c(=O)n5C)n4C)c(OC)c3)C2)cc1 (configuration not stated)	93	63	80	76	89	83	93	112
Cc1c([N+](=O)[O-])cc(N2C(=O)C=CC2=O)cc1[N+](=O)[O-]	103	90	115	56	81	47	105	71
CC1CC(=O)Nc2ccccc2N1 (configuration not stated)	121	95	.	107	120	94	103	112
Cc1ccc(-c2nc(N(C)CC(O)C(O)C(O)C(O)CO)c3oc(-c4ccc(C)cc4)nc3n2)cc1 (configuration not stated)	102	94	96	103	118	105	84	97
Cc1ccc(C2CC(c3ccc(Nc4nc(NCCO)nc(N5CCOCC5)n4)cc3)=NN2c2cc(Cl)cc(Cl)c2)cc1 (configuration not stated)	90	105	103	79	105	88	81	87
O=c1oc2cc(O)ccc2c2c(-c3ccccc3)c[nH]c12	91	56	73	69	75	64	90	74
CC/C(=C\c1ccc(N(C)C)cc1)c1nc2ccccc2c(=O)[nH]1	108	77	79	140	91	110	91	71
CCOC(=O)C1=C(c2ccccc2)N=C2N(c3ccccc3)N=C(C(C)=O)N2C1c1ccc(Br)cc1 (configuration not stated)	101	82	78	94	99	88	89	87
COc1ccc(C)cc1C(=O)C[n+]1ccccc1	108	106	96	96	94	99	92	98
Nc1c(C(=O)N/N=C/c2cccc(OCc3ccccc3)c2)cnn1CC(O)c1ccccc1 (configuration not stated)	83	61	54	47	60	57	80	64
Cc1ccc2c(c1)C(C(=O)O)=NC1(N2)C(=O)Nc2ccc(C)cc21 (configuration not stated)	103	101	99	104	100	95	96	106

Later entries.
SMILES	MDA-MB-435	SR	RPMI-8226	MOLT-4	MDA-MB-468	CCRF-CEM	MDA-MB-231	K-562
Cc1cc(-c2ccc(N=Nc3c(C)nn(-c4ccc(S(=O)(=O)O)cc4)c3O)c(C)c2)ccc1N=Nc1ccc(O)c(C(=O)O)c1	110	86	82	102	113	99	97	104
COc1ccc(C(=O)c2sc3nc(-c4ccncc4)ccc3c2N)cc1OC	84	74	58	60	89	69	89	74
C1CCC2OCOCC2C1 (configuration not stated)	105	90	101	97	90	.	100	100
COc1ccc(/C=C/C(=O)c2ccc(NC(=O)c3cc4cc5cc(C)ccc5nc4s3)cc2)cc1OC	98	91	96	97	.	102	102	94
CCN(CC)C(C)(C)COC(=O)Nc1ccccc1Cl	107	99	105	97	108	105	109	118
COc1cc(C2C3=C(COC3=O)N(CCO)c3cc4c(cc32)OCCO4)cc(OC)c1OC (configuration not stated)	-33*	1.1*	22	8.2*	-64*	13	9.4*	5.2*
CC(=O)n1nc(C(=O)OC(C)C)c2cc(F)c(F)cc21	103	100	83	91	98	89	89	101
C#Cc1c2c(c(OC)c3c1OCO3)[C@H]([C@H]1OC(=O)c3c1ccc(OC)c3OC)N(C)CC2	7.8*	9.2*	100	77	80	81	87	31
Nc1nc(SCc2ccccc2)c2ncn(C3CCCC3)c2n1	104	81	93	113	.	96	106	104
Nc1c(C(=O)Nc2cccc(Br)c2)sc2nc3c(cc12)C(O)CCC3 (configuration not stated)	-42*	3.9*	15	14	30	12	44	7.5*

Molecules listed so far with a Cl atom, in the order listed:
SMILES	MDA-MB-435	SR	RPMI-8226	MOLT-4	MDA-MB-468	CCRF-CEM	MDA-MB-231	K-562
CC(C)NC(=O)OCc1c(COC(=O)NC(C)C)c2n(c1-c1ccc(Cl)c(Cl)c1)CCS2=O (configuration not stated)	100	.	101	59	93	98	.	101
O=C(Nc1ccc(Cl)cc1)c1cc(-c2ccc(Cl)cc2)c2sc(=O)[nH]c2n1	7.4*	2.0*	-6.2*	-24*	-3.4*	5.5*	-31*	-13*
CC(=O)OC[C@H]1OC(Sc2sc(C(=O)c3ccc(Cl)cc3)c(N)c2-c2nc3ccccc3s2)[C@H](OC(C)=O)[C@@H](OC(C)=O)[C@H]1OC(C)=O (some centres not stated)	94	.	65	82	88	91	76	93
CC[N+](C)(CC)Cc1cc(Nc2ccnc3cc(Cl)ccc23)ccc1O	91	70	98	100	66	136	68	79
NC(=O)c1cc(Cl)ccc1NC(=O)COc1ccccc1	-57*	23	45	35	21	23	77	18
C=CCN1C(=O)/C(=C/c2cccs2)SC1=Nc1ccc(Cl)c(Cl)c1	118	122	100	100	92	98	89	103
O=c1c2sc3ncc(Cl)cc3c2nnn1-c1cccc(Cl)c1	67	78	82	90	97	.	110	68
Nc1cc(N2C(=O)c3ccccc3C2=O)ccc1Cl	88	97	101	102	109	98	95	125
CC(C)(C)n1cc(-c2ccnc(NCCCNS(=O)(=O)c3ccc(O)cc3)n2)c(-c2ccc(Cl)c(O)c2)n1	93	67	52	69	88	43	93	29
Cc1ccc(C2CC(c3ccc(Nc4nc(NCCO)nc(N5CCOCC5)n4)cc3)=NN2c2cc(Cl)cc(Cl)c2)cc1 (configuration not stated)	90	105	103	79	105	88	81	87
CCN(CC)C(C)(C)COC(=O)Nc1ccccc1Cl	107	99	105	97	108	105	109	118

Assay outcomes deposited in PubChem BioAssay by NCI.
